Compound activity deposited in PubChem by National Center for Advancing Translational Sciences (NCATS).
MCF10A rereplic = induces DNA re-replication in MCF 10a normal breast cells; MCF 10A DNA re-replication, Hoechst nuclear intensity, 48 h; AID 624296; hit rate 2.9% among 350,000; Potency, µM (top dose mostly 46.1 µM), without a hit: top-dose activity, positive = re-replication, hits mostly activators; further: potency means the concentration at half of the fitted maximal effect; % of control where 0% means no effect; nearly all actives have a fitted effect of over 50% in size
KB-V1 MDR tox = kills drug-selected multidrug resistant KB-V1 cells; AID 1347076; Potency, µM (doses to about 46.1 µM), for inactives: at the top dose activity change, negative = cytotoxicity, actives largely listed as cytotoxic; KB-V1 MDR cells viability, CellTiter-Glo, 72 h; hit rate 3.4% among 400,000; further: potency means the concentration at half of the fitted maximal effect; on the % scale 0 is the no-effect control and ±100 the full control effect; nearly all actives have a fitted effect of over 60% in size
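Readout: CellTiter-Glo luminescence, 10 min after addition. Cells: KB-V1 MDR subline, 72 h at 37 degrees C with compound. Analysis: corrected, normalized data fitted to concentration-effect curves.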
HT1080NT lethal = kills 2HG-producing HT-1080-NT fibrosarcoma cells; AID 686970; HT-1080-NT fibrosarcoma viability, CellTiter-Glo ATP luminescence, 48 h; hit rate 1.6% among 360,000; Potency, µM (series often up to 46.1 µM), inactives show top-dose activity, negative = less viability, hits mostly cytotoxic;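 further: NT is the 2HG producing partner of a matched IDH1 knockdown line; potency means the concentration at half of the fitted maximal effect; 0% = DMSO-treated cells and -100% = media-only wells without cells; nearly all actives have a fitted effect of over 55% in size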
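Viability by CellTiter-Glo luminescence after 48 h compound exposure at 37C of HT-1080-NT cells (750/well, RPMI, 5% FBS). % activity scaled between DMSO wells and medium-only wells, then curve-fitted and categorized by curve class.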
SW480 rereplic = induces DNA re-replication in SW480 colon adenocarcinoma cells | SW480 DNA re-replication, Hoechst DNA content imaging, 48 h | hit rate 1.8% among 340,000 | Potency, µM (doses to about 46.1 µM), inactives show top-dose re-replication activation, usual class: activators; further: potency means the concentration at half of the fitted maximal effect; % of control where 0% means no effect; nearly all actives have a fitted effect of over 55% in size
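250 cells/well; 23 nL cpd via pin tool; 48 hr, 37 C, 5% CO2; Hoechst 40 min; imager read of total nuclear intensity, ex 405/em 500-530 nm.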
WRN inhibitor = blocks human WRN helicase | Q14191 | WRN helicase unwinding, fluorescent forked duplex, kinetic | Potency, µM (highest dose often 114 µM), inactives show top-dose activity change, negative = inhibition, usual class: inhibitors | hit rate 0.46% among 360,000 | AID 651768; further: potency means the concentration at half of the fitted maximal effect; on the % scale 0 is the no-effect control and ±100 the full control effect; nearly all actives have a fitted effect of over 55% in size
Target sequence (Q14191 whole entry, looked up): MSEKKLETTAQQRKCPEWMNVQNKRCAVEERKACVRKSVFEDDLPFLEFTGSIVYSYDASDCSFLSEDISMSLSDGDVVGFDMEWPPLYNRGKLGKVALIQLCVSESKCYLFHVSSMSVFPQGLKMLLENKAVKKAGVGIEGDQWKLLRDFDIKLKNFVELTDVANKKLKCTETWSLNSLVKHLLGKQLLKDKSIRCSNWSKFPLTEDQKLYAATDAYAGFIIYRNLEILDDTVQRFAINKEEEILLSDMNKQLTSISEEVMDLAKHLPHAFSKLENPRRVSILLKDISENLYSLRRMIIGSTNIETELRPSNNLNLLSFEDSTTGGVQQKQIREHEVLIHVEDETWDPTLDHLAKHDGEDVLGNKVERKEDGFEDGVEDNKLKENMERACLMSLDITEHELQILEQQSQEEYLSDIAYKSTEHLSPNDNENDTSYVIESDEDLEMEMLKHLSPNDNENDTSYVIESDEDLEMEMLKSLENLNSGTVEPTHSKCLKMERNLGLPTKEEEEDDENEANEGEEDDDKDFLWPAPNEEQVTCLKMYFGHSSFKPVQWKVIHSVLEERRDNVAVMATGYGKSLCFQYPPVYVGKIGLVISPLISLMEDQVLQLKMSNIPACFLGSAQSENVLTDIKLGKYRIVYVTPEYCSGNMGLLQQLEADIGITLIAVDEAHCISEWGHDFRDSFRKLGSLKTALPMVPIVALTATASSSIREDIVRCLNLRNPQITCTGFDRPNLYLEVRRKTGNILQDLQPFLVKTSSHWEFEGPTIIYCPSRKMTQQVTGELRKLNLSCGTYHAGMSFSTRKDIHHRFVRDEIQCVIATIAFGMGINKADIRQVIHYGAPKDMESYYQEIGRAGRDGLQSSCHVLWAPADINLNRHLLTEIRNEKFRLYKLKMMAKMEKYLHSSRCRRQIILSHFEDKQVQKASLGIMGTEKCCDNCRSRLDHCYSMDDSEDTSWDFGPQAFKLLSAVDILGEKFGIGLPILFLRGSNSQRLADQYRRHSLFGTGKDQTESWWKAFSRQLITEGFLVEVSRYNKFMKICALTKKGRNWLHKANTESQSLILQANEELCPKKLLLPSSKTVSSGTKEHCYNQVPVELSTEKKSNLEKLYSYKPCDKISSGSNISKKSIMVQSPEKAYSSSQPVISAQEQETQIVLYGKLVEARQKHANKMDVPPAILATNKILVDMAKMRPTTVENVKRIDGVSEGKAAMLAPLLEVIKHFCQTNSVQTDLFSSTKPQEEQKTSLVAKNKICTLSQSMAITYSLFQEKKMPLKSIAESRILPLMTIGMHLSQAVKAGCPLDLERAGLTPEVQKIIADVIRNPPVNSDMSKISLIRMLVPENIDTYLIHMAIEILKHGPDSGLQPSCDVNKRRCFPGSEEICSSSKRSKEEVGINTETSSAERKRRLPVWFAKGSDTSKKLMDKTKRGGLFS
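WRN at 20 nM final was preincubated with compound for 15 min at room temperature; reaction started with 100 nM forked duplex oligonucleotide carrying fluorophore and quencher plus 2 mM ATP (final). Unwinding followed kinetically by red fluorescence (ex 525/em 598 nm).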
ATXN2 expr inh = ATXN2 expression inhibition; HEK-293 ATXN2-luciferase reporter, luminescence, 24 h; Potency, µM (doses to about 57 µM), inactives show at the highest dose activity change, negative = inhibition, most hits filed as inhibitors; hit rate 0.72% among 360,000; AID 1745845; further: potency means the concentration at half of the fitted maximal effect; on the % scale 0 is the no-effect control and ±100 the full control effect; nearly all actives have a fitted effect of over 55% in size
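ATXN2-luciferase reporter cells (luciferase flanked by upstream and downstream ATXN2 gene portions) were treated 24 h at 37 °C with compounds at up to 57 uM. SteadyGlo luminescence gave expression; GF-AFC fluorescence gave viability.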
IL-1B inflam inh = inflammasome signaling inhibition, IL-1 beta readout; THP-1 LPS/ATP IL-1B secretion, AlphaLISA, 16 h; active compounds read low; activity change, % at 57.5 µM; hit rate 4.7% among 360,000; in the data active means activity change below about -50%; inconclusive means mostly about -30% to -49%; further: on the % scale 0 is the no-effect control and ±100 the full control effect
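Secreted IL-1B measured by AlphaLISA bead assay after 16 h compound exposure of THP-1 cells; compounds (final up to 57.5 uM) added 1 h before LPS (250 ng/mL) and ATP (1.25 mM) stimulation; lower signal means less secretion.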
KB-3-1 tox = kills parental KB-3-1 adenocarcinoma cells; Potency, µM (doses to about 46.1 µM), without a hit: at the highest dose activity change, negative = cytotoxic, actives largely listed as cytotoxic; hit rate 1.4% among 400,000; KB-3-1 viability, CellTiter-Glo ATP luminescence, 72 h; further: potency means the concentration at half of the fitted maximal effect; on the % scale 0 is the no-effect control and ±100 the full control effect; nearly all actives have a fitted effect of over 60% in size
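Using CellTiter-Glo luminescence, growth of non-resistant KB-3-1 adenocarcinoma cells is assessed 72 h after pin-tool compound addition at 37 °C. Normalized responses across the concentration series yield fitted curves.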
HT1080 IDH1KD tx = HT-1080 IDH1 knockdown cell toxicity (counter line); hit rate 2% among 360,000; Potency, µM (series often up to 46.1 µM), for the others: top-dose activity, negative = toxicity, most hits filed as cytotoxic; HT-1080 IDH1 knockdown viability, ATP luminescence, 48 h; AID 686971;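 further: potency means the concentration at half of the fitted maximal effect; 0% = DMSO wells and -100% = cell-free medium wells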
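Viability of IDH1-knockdown HT-1080 fibrosarcoma cells was assessed by CellTiter-Glo after 48 h at 37 °C with titrated compound; concentration-effect curves were classified by fit quality and response size.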
An asterisk follows results filed as active; ? = inconclusive; nt = no result given; [ ] = another dose, or the depositor's remark. Unless noted, the call rests on the fitted dose curve; in most records, active means well fitted curve in the direction sought with a large enough effect; inconclusive means small, poorly fitted or top-dose-only effect, or another doubt; inactive means no such curve, though single readings can be large; an effect the other way counts as inactive or inconclusive.

item	SMILES	MCF10A rereplic	KB-V1 MDR tox	HT1080NT lethal	SW480 rereplic	WRN inhibitor
1	COc1ccc(/C=C2\CCCC3C2=NN(C(=O)c2ccco2)C3c2ccc(OC)c(OC)c2)cc1OC (stereo not drawn)	?	-18%	-13%	9%	-12%
2	O=C(CCN1CCCCCC1)Nc1ccc2c(c1)OCCO2	0%	-20%	16%	0%	0%
3	CC(C)=CCC/C(C)=C/CNC(=O)C[C@H]1C[C@H](C(=O)N2CCOCC2)[C@@]2(C)c3[nH]c4cc(-c5ccco5)ccc4c3CCN2C1=O	?	-2%	?	?	-6%
4	CC(C)Cc1nnc(NC(=O)c2ccc3c(=O)n4c(nc3c2)CCC4)s1	0%	0%	-11%	-4%	-35%
5	O=C(O)c1cccc(N2C(=O)C3C4C=CC(C4=C(c4ccccc4)c4ccccc4)C3C2=O)c1 (stereo not drawn)	1%	12%	0%	-3%	-4%[57.1 µM]
6	CC1=CC(C)(C)N(C(=O)CN2C(=O)CCC2=O)c2ccccc21	0%	?	21%	-5%	-2%
7	CCC1CCCCN1C(=O)COC(=O)c1cc2ccccc2cc1O (stereo not drawn)	-1%	0%	5%	-2%	7%
8	CCN1CCCC1CNC(=O)Cn1cc2c(n1)CCC(C)C2 (stereo not drawn)	15%	0%	0%	-6%	0%
9	Cc1[nH]nc(SCC(=O)NCC(C)C)c1[N+](=O)[O-]	-1%	2%	1%	-20%	1%
10	Cn1c(=O)c2c(-c3ccccc3)n(-c3ccc(N)cc3)cc2n(C)c1=O	nt	-7%	-12%	nt	-9%
11	Cc1cnc(C(=O)OCC(=O)NCc2cccc(Cl)c2)cn1	10%	-7%	-4%	-7%	2%
12	COc1ccc(-n2nc(C(=O)NCC(=O)O)c3ccccc3c2=O)cc1	-3%	-4%	4%	-3%	2%
13	CCOC(=O)c1c(C)[nH]c(C(=O)OCc2ccccc2)c1C	-1%	-20%	11%	-8%	0%
14	COc1ccc(-n2nc(C(=O)NCC(=O)NC(C)C)c3ccccc3c2=O)cc1	-4%	-7%	6%	-9%	-3%
15	COc1ccc(NC(=O)C2(C)Cc3c(-c4ccccc4)ccnc3O2)cc1OC (stereo not drawn)	nt	?	-1%	nt	13%

item	ATXN2 expr inh	IL-1B inflam inh	KB-3-1 tox	HT1080 IDH1KD tx
1	-32%	-6	?	-8%
2	-5%	-27	3%	20%
3	?	?	0%	?
4	3%	63	-17%	-8%
5	-16%	28	9%	0%
6	-9%	-2	4%	17%
7	1%	1	-1%	-2%
8	-5%	15	-4%	0%
9	nt	19	2%	4%
10	-4%	5	0%	1%
11	nt	-14	0%	0%
12	nt	24	21%	3%
13	159%[activator]	-3	0%	-7%
14	-2%	-6	1%	11%
15	-11%	6	0%	-21%

Single records, from the list above. Order of values: MCF10A rereplic	KB-V1 MDR tox	HT1080NT lethal	SW480 rereplic	WRN inhibitor	ATXN2 expr inh	IL-1B inflam inh	KB-3-1 tox	HT1080 IDH1KD tx
Cc1[nH]nc(SCC(=O)NCC(C)C)c1[N+](=O)[O-] is listed as -1%	2%	1%	-20%	1%	nt	19	2%	4%
COc1ccc(/C=C2\CCCC3C2=NN(C(=O)c2ccco2)C3c2ccc(OC)c(OC)c2)cc1OC (stereo not drawn) is listed as ?	-18%	-13%	9%	-12%	-32%	-6	?	-8%

Further structures:
item	SMILES	MCF10A rereplic	KB-V1 MDR tox	HT1080NT lethal	SW480 rereplic	WRN inhibitor
16	C/C(=N\Nc1ccc(C(=O)O)cc1)c1ccc(Br)cc1	13%	-12%	-5%	-13%	-14%
17	O=C(Nc1ccc2c(c1)OCCO2)NC12CC3CC(CC(C3)C1)C2	8%	11%	-11%	4%	-9%
18	COc1ccc(-c2nc(N)nc(C)c2-c2ccc(Cl)cc2)c(O)c1	7%	?	-4%	15%	-7%
19	O=C(NCc1ccccc1)C(=O)NCC1OCCN1S(=O)(=O)c1ccc(Br)cc1 (stereo not drawn)	-9%	-26%	-1%	2%	5%
20	O=C(Oc1ccc(-c2nnco2)cc1)N1CCCCC1	-3%	-5%	-5%	-6%	7%[57.1 µM]
21	Cc1ccc(S(=O)(=O)NC(=O)N(C)C2CCCCC2)cc1	1%	12%	?	0%	11%
22	CC(N=C(NS(=O)(=O)c1ccc(Cl)cc1)c1ccccc1)C(=O)O (stereo not drawn)	-1%	3%	8%	-6%	5%
23	CCOc1cc(CN2CCCC(CNC(=O)c3ccc(F)cc3)C2)ccc1OC (stereo not drawn)	0%	?	0%	-17%	-1%
24	CCN1CCN(C(c2cc(OC)ccc2OC)c2nnnn2Cc2ccccc2)CC1 (stereo not drawn)	2%	-21%	-2%	-7%	8%
25	COc1cc(/C=N/NC(=O)c2cc(C)n(-c3ccc(F)cc3)c2C)cc(OC)c1O	16%	-8%	-18%	-42%[inhibitor][1.84 µM]	1%[57.1 µM]
26	COc1ccc(C(=O)N(CCc2ccccc2)Cc2ccccc2)cc1S(=O)(=O)N1CCOCC1	6%	-24%	-2%	0%	0%
27	CC1CC(=O)N(CC(=O)Nc2ccc3c(c2)OCO3)c2ccccc2S1 (stereo not drawn)	3%	16µM*	-2%	1%	-12%
28	COC(=O)c1ccc(Oc2nc(NC(C)C)nc(N(C)C)n2)cc1	-3%	-10%	-7%	-6%	-5%
29	Cc1ccc(Nc2nc(-c3cccs3)cs2)nc1	?	-22%	-5%	?	2%
30	Clc1ccc2nc(-c3ccccn3)c(Nc3ccc4c(c3)OCO4)n2c1	-5%	?	-1%	-5%	-2%

item	ATXN2 expr inh	IL-1B inflam inh	KB-3-1 tox	HT1080 IDH1KD tx
16	nt	-22	-11%	7%
17	97%[activator]	-8	0%	-1%
18	-22%	37	-15%	-2%
19	-5%	-3	2%	-2%
20	17%	-12	-16%	3%
21	-18%	6	-2%	9%
22	-1%	-6	0%	17%
23	nt	-2	28%	6%
24	-14%	-17	-21%	-8%
25	-9%	-10	-1%	-7%
26	8%	-12	27%	1%
27	-1%	8	?	-22%
28	?	3	4%	-5%
29	-50%	-29	-9%	-3%
30	?	6	?	-3%

The list goes on:
item	SMILES	MCF10A rereplic	KB-V1 MDR tox	HT1080NT lethal	SW480 rereplic	WRN inhibitor
31	O=C(CN1CCCC1)Nc1ccc(F)c(Cl)c1	-3%	?	-2%	-3%	9%
32	COc1cccc(-c2cc(C(=O)N3CCCc4ccccc43)no2)c1	?	-25%	?	23%	-16%
33	CC(O)Cn1c(N2CCCC2)nc2c1c(=O)n(C)c(=O)n2C (stereo not drawn)	1%	20%	-1%	?	-6%
34	CCCNC(=O)c1cc(S(=O)(=O)N2CCCCC2)ccc1N1CCOCC1	0%	-24%	-1%	0%	5%
35	Clc1ccc(CN2CCCCCCC2)cc1Cl	2%	8%	-3%	1%[9.22 µM]	8%
36	Cc1n[nH]c(=O)c2c(NC(=O)CSc3nnc(C4CC4)n3C)oc(C)c12	?	?	-1%	-28%	-22%
37	CC(C)C[C@H]1CNC(=O)C(=O)N1C[C@H]1CCCN1C[C@H](CC(C)C)N1C[C@H](CC(C)C)N(CCc2ccccc2)C(=O)C1=O	nt	-10%	-3%	nt	4%
38	COc1ccc(OC)c(NC(=O)C2CC(/C=C/c3ccccc3)=NO2)c1 (stereo not drawn)	-4%	0%	-1%	4%	4%
39	CCCCc1ccc(NS(=O)(=O)c2cccc(C(=O)N3CCCN(C)CC3)c2)cc1	24%	-4%	-1%	-6%	0%
40	Cn1cc(S(=O)(=O)N2CCCC2)cc1C(=O)NCc1ccccc1Cl	6%	-7%	-20%	4%	-5%
41	CC1CCC2(CC1)NC(=O)N(CC(=O)N1CCN(c3ccccc3)CC1)C2=O (stereo not drawn)	-6%	?	-2%[9.24 µM]	-10%	5%
42	CCOC(=O)C1=C(c2ccccc2)c2ccccc2N(S(=O)(=O)C(F)(F)F)C1C(=O)OCC (stereo not drawn)	?	0%	4%	0%	-4%
43	Cc1ccc(NC(=O)CCC(=O)c2cccs2)nc1	7%	-9%	4%	-7%	-21%

item	ATXN2 expr inh	IL-1B inflam inh	KB-3-1 tox	HT1080 IDH1KD tx
31	-11%	-1	-2%	0%
32	72%[activator]	18	-10%	-29%
33	1%	7	2%	0%
34	-7%	7	-12%	-2%
35	-11%	5	15%	2%
36	-13%	5	17%	7%
37	-13%	-75*	?	-12%
38	-2%	6	14%	0%
39	-23%	?	-14%	-9%
40	2%	0	2%	2%
41	-4%	6	8%	0%
42	-16%	-4	0%	2%
43	12%	12	8%	19%

5 compounds from above, ordered by the number in IL-1B inflam inh, descending.
| No. | SMILES | SW480 rereplic | WRN inhibitor | IL-1B inflam inh |
| --- | --- | --- | --- | --- |
| 33 | CC(O)Cn1c(N2CCCC2)nc2c1c(=O)n(C)c(=O)n2C (stereo not drawn) | ? | -6% | 7 |
| 40 | Cn1cc(S(=O)(=O)N2CCCC2)cc1C(=O)NCc1ccccc1Cl | 4% | -5% | 0 |
| 31 | O=C(CN1CCCC1)Nc1ccc(F)c(Cl)c1 | -3% | 9% | -1 |
| 42 | CCOC(=O)C1=C(c2ccccc2)c2ccccc2N(S(=O)(=O)C(F)(F)F)C1C(=O)OCC (stereo not drawn) | 0% | -4% | -4 |
| 37 | CC(C)C[C@H]1CNC(=O)C(=O)N1C[C@H]1CCCN1C[C@H](CC(C)C)N1C[C@H](CC(C)C)N(CCc2ccccc2)C(=O)C1=O | nt | 4% | -75* |
